LYP inhibition: inhibition of human PTPN22 tyrosine phosphatase – biochemical, DiFMUP fluorescence, recombinant catalytic domain, 10 µM, primary screen (AID 606) | 52,000 tested, under 10 active | recombinant LYP catalytic domain, DiFMUP fluorescence; higher % means a stronger effect | one-dose inhibition, % at 10 µM; IC50 in µM for titrated hits;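 active means IC50 under 40 µM in the dose-response test; inactive means IC50 of 40 µM or more, or never dose-tested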
PMK inhibit: blocks S. pneumoniae phosphomevalonate kinase | purified PMK, PK/LDH-coupled NADH absorbance 340 nm | inhibition, % at 10 µM | actives 0.49% (n = 65,000);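 active means top-ranked compounds by inhibition in the single 10 µM screen, taking a fixed number of the strongest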;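 further: 0% = full reaction with DMSO carrier and 100% = background rate without enzyme reaction; no value below 0 was filed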
Spn DPM-DC inh: S. pneumoniae DPM-DC inhibition; purified DPM-DC, PK/LDH coupled NADH fluorescence; AID 556; actives 0.49% (n = 65,000); calls only at 10 µM;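 active means the 320 compounds with the highest percent inhibition in the single-dose primary screen, excluding strongly autofluorescent ones, cut at about 32% in these data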;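 further: kinetic rate of NADH fluorescence loss reporting ADP formed by the decarboxylase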
HT1080 viability: HT1080 cell viability loss – fluorescence readout (AID 620). HT1080 viability, fluorescence; higher % means a stronger effect. cytotoxicity, % at 10 µM, or EC50 in µM where a hit was titrated. actives 0.42% (n = 87,000);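 further: cells exposed to compound overnight then 4 h with Alamar Blue; 0% = vehicle DMSO and 100% = killing control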
Bfl-1 inhibitors: Bfl-1 inhibitors, primary screen, biochemical, fluorescence polarization, FITC-Bid, mouse (AID 432) | FITC-Bid BH3 peptide fluorescence polarization displacement; higher % means a stronger effect | displacement, % at 20 µM; hits with a dose series show IC50 in µM | actives 0.02% (n = 64,000); in the data active means a potency from the dose series; inactive means the rest, 99 in 100 with displacement below about 15%; further: strong numbers were not always called active
KRASV12 cytotoxicity: cytotoxicity in KRAS-transformed pancreatic duct cells, primary screen, cell-based, fluorescence, HTS (AID 431) | HPDE-C7K KRASV12 cells, Alamar Blue viability, 48 h; higher % means a stronger effect | cytotoxicity, % at 10 µM; hits with a dose series show EC50 in µM | actives 1.7% (n = 63,000);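 active means compounds whose percent cytotoxicity in the single-dose primary screen, scaled between solvent and toxic-drug controls, exceeds 50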;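 further: 0% = DMSO solvent wells and 100% = doxorubicin-treated wells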
Spn MK inh: inhibitors of Streptococcus pneumoniae mevalonate kinase; AID 555; actives 0.48% (n = 65,000); inhibition, % at 10 µM; purified MK, PK/LDH-coupled NADH absorbance 340 nm;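 active means ranked among the strongest by inhibition in the single 10 µM screen, a fixed top-ranked set picked for dose follow-up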; further: no value below 0 was filed
Alkaline phosphatase: human TNAP enzyme inhibitors, biochemical, luminescent (AID 518) | purified TNAP enzyme, luminescent substrate readout; higher % means a stronger effect | inhibition, % at 20 µM, or IC50 in µM where a hit was titrated | actives 0.09% (n = 64,000); in the data active means a potency from the dose series; inactive means the rest, 99 in 100 with inhibition below about 22%;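 further: plate controls were vehicle for no effect and reference inhibitor for full effect; many of its hits are not listed in these tables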
HPDE-C7 cytotoxicity: HPDE-C7 pancreatic duct cell viability loss – fluorescence, HTS (AID 430); cytotoxicity, % at 10 µM, or EC50 in µM where a hit was titrated; actives 1.8% (n = 63,000); HPDE-C7 pancreatic duct cells viability, fluorescence; higher % means a stronger effect;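 further: cells exposed to compound for 48 hours before viability readout; 0% = vehicle and 100% = reference cytotoxic drug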
PMK inhibit pilot replicates: recorded beside PMK inhibit, whose call it bears; inhibition, %; measured here: pilot screen replicates
Spn MK inh pilot replicates: further read-out of Spn MK inh, marked with its call; inhibition, %; measured here: pilot screen replicates
Spn DPM-DC inh pilot screen %: also measured in Spn DPM-DC inh; calls as there; inhibition, %; measured here: pilot screen trials
Numbers without * were called inactive; i = inactive; nt = not tested or not shown. Unless noted, no stated cut-off is given here; in the data, active means cytotoxicity above about 50%; inactive means the rest.

SMILES	LYP inhibition	PMK inhibit	Spn DPM-DC inh	HT1080 viability	Bfl-1 inhibitors	KRASV12 cytotoxicity	Spn MK inh	Alkaline phosphatase	HPDE-C7 cytotoxicity	others
CC(C)CC(NC(=O)OC(C)(C)C)C(=O)NC(C(=O)N1CCCC1C(N)=O)C(C)C (stereo not drawn)	1.7%	8.0	i	-2.6%	-4.3%	-16.9%	4.0	12.8%	-17.5%	PMK inhibit pilot replicates=3.5;Spn MK inh pilot replicates=3.0;Spn DPM-DC inh pilot screen %=2.0
O=C1C2CC=C(Cl)CC2C(=O)N1CN(Cc1ccco1)CN1C(=O)C2CC=C(Cl)CC2C1=O (stereo not drawn)	4.5%	7.0	i	-3.7%	10.5%	-6.8%	10.0	18.4%	-11.3%
Cn1c(=O)n(CCc2ccccc2)c(=O)c2c1nc1n2CCCN1c1ccc(F)cc1	12.6%	5.0	i	-4.2%	-13.5%	-7.2%	2.0	6.7%	1.0%
COc1ccc(C(=O)NCc2nnc(SCC(=O)Nc3cccc(C(F)(F)F)c3)o2)cc1OC	3.0%	16.0	i	nt	8.5%	1.0%	7.0	5.1%	8.3%
CN1CCN(C(c2ccc(F)cc2)c2nnnn2Cc2cccs2)CC1 (stereo not drawn)	10.1%	12.0	i	2.6%	-6.9%	-2.0%	15.0	11.7%	3.3%
CC1CCN(CCNC(=O)C2CCCN(S(=O)(=O)c3cccc4nonc34)C2)CC1 (stereo not drawn)	3.8%	21.0	i	nt	-3.6%	-4.5%	3.0	8.6%	-5.2%
CC(C)N(O)C(=O)NC(C)(C)C	14.9%	8.0	i	7.2%	-7.9%	11.9%	4.0	4.6%	-9.3%	PMK inhibit pilot replicates=1.0;Spn MK inh pilot replicates=1.5;Spn DPM-DC inh pilot screen %=0.0
CCN1CCN(C(=O)c2cc3c(=O)oc4ccc(C)cc4c3s2)CC1	-3.4%	7.0	i	1.9%	6.4%	1.6%	2.0	4.8%	-8.1%
Oc1[nH]c2ccccc2c1/C=N/c1nccs1	-2.2%	7.0	i	7.1%	-0.5%	9.4%	8.0	19.0%	16.6%
Clc1cc(Br)ccc1OCCn1ccnc1	8.2%	7.0	i	0.9%	-2.8%	-5.6%	15.0	10.6%	-5.0%
Cc1cccc(NC(=O)Nc2cccc(C)n2)n1	12.8%	15.0	i	-11.4%	8.9%	-18.6%	8.0	8.2%	-9.0%
CC1(C)Cc2nc3oc4c(=S)nc[nH]c4c3cc2CO1	8.6%	6.0	i	1.4%	-2.4%	-3.7%	13.0	2.8%	-4.7%
Cc1nc2cc(-c3cccc(F)c3)nn2c(N2CCOCC2)c1C	1.6%	23.0	i	-0.7%	0.4%	8.3%	0.0	11.0%	7.7%
Cc1ccc(F)cc1NC(=O)Cc1nn(C)c(=O)c2ccccc12	2.2%	15.0	i	-0.6%	-11.6%	21.1%	0.0	16.1%	9.0%	PMK inhibit pilot replicates=7.0;Spn MK inh pilot replicates=2.5;Spn DPM-DC inh pilot screen %=1.0
CN(C)S(=O)(=O)c1ccc(Oc2ccccc2)cc1	9.7%	8.0	i	-0.9%	-5.3%	-0.3%	8.0	0.8%	-5.7%
O=C(Nc1cccc(-c2cn3cccnc3n2)c1)c1ccco1	9.2%	11.0	nt	3.5%	-10.4%	-10.6%	0.0	3.0%	-8.2%
Cc1ccc2c(c1)C1CCCC3C1N2CC(=O)N3Cc1ccccc1 (stereo not drawn)	11.6%	11.0	i	37.7%	-1.2%	-2.8%	0.0	9.1%	-16.3%	PMK inhibit pilot replicates=7.5;Spn MK inh pilot replicates=11.0;Spn DPM-DC inh pilot screen %=2.5
CN(CCc1ccccn1)Cc1ccc(Cl)cc1	0.6%	0.0	i	-12.7%	-3.0%	-8.3%	59.0*	7.4%	-13.4%
Cc1nn(C)c(C)c1S(=O)(=O)NC1CCCc2ccccc21 (stereo not drawn)	9.7%	6.0	i	2.7%	-0.3%	8.9%	4.0	2.8%	-10.0%
Cc1ccc(N(C(=O)CC2NC(=O)NC2=O)C2(C(=O)NC3CCCC3)CCCCC2)cc1 (stereo not drawn)	nt	12.0	i	-7.1%	-0.7%	-13.9%	3.0	8.7%	-20.5%
O=C(Nc1cccnc1)c1cc(-c2ccc(Br)cc2)on1	-4.3%	0.0	i	0.4%	1.9%	-1.7%	9.0	11.0%	-1.9%
Cc1ccc(Nc2nc(C(=O)NCCCN3CCOCC3)cs2)cc1	nt	9.0	i	-0.6%	-6.2%	18.5%	1.0	4.4%	7.2%
Cc1ccc(C)n1NC(=O)c1ccc(Cl)cc1Cl	-1.7%	8.0	i	-5.8%	-1.0%	-5.1%	2.0	16.7%	5.1%
CNC(=O)C1CC(=O)N(Cc2ccccc2)C(=Nc2ccc(OC)cc2)S1 (stereo not drawn)	5.6%	3.0	i	-5.0%	-1.4%	0.9%	3.0	4.8%	3.1%
O=C(OC1CCOC1=O)c1cncc(Br)c1 (stereo not drawn)	-0.4%	14.0	i	0.7%	-10.0%	5.9%	0.0	4.4%	-3.3%
NC(=O)C1CCN(c2ncnc3c2c(-c2ccccc2)cn3-c2ccccc2)CC1	1.1%	0.0	i	9.2%	-10.9%	-9.0%	4.0	-8.1%	-13.2%
CCCN(CCO)Cc1ccc(F)c(Br)c1	1.3%	0.0	i	-0.7%	2.3%	-1.6%	38.0	6.4%	2.2%
CCOC(=O)c1c(C)c(C(=O)N2CCCCCC2)c(C)n1CC	nt	3.0	i	-4.4%	-2.8%	-2.8%	7.0	3.0%	-8.4%
CC(C)CC(NS(=O)(=O)c1ccc2c(c1)oc(=O)n2C)C(=O)N1CC=C(c2ccccc2)CC1 (stereo not drawn)	7.7%	5.0	i	-1.7%	-2.2%	-8.2%	0.0	9.7%	-3.2%
Cc1ccc(-n2c(Cc3cccn3C)nnc2SCC(=O)NCc2ccco2)cc1	5.4%	7.0	i	-1.0%	0.4%	0.7%	7.0	6.9%	-3.2%
O=C(NCc1cccs1)C1CCCN1C(=O)NC1CCCCC1 (stereo not drawn)	9.9%	8.0	i	0.6%	1.4%	-9.8%	5.0	4.7%	-16.2%
COCc1cc(=O)n2[nH]c(-c3ccccc3)cc2n1	0.8%	2.0	nt	10.1%	-5.1%	1.1%	3.0	8.2%	-4.0%
O=C(Nc1ccccc1NC(=O)c1ccco1)c1ccco1	-1.1%	9.0	i	0.5%	-1.2%	2.7%	1.0	7.2%	-15.3%
O=S(=O)(c1cccc(S(=O)(=O)N2CCC(N3CCCCC3)CC2)c1)N1CCOCC1	-1.0%	18.0	i	5.1%	-4.8%	1.7%	0.0	13.4%	2.6%	PMK inhibit pilot replicates=3.5;Spn MK inh pilot replicates=0.5;Spn DPM-DC inh pilot screen %=1.0
O=C(O)C1CCCCN1S(=O)(=O)c1cccc2nsnc12 (stereo not drawn)	-7.1%	8.0	i	7.7%	0.5%	-14.8%	4.0	-5.9%	-8.4%
OCCOCCn1c2ccccc2c2ccccc21	9.0%	6.0	i	1.8%	-2.9%	2.5%	7.0	4.0%	10.3%
CC1(c2ccc3c(c2)OCO3)NC(=O)N(CC(=O)Nc2ccc(N3CCOCC3)cc2)C1=O (stereo not drawn)	nt	22.0	i	-1.2%	-8.5%	0.1%	4.0	3.2%	-8.3%
CCC(=NC(C)c1ccccc1)c1c(O)n(C)c(=O)n(C)c1=O (stereo not drawn)	13.7%	5.0	i	6.5%	-4.8%	11.2%	3.0	1.5%	-2.5%	PMK inhibit pilot replicates=5.5;Spn MK inh pilot replicates=0.0;Spn DPM-DC inh pilot screen %=0.0
O=C(CSc1nccn1-c1ccccc1)Nc1ccc2c(c1)OCO2	nt	6.0	i	nt	1.7%	5.3%	0.0	10.9%	22.6%
c1ccc2c(N3CCCC3)nc(-c3ccncc3)nc2c1	nt	7.0	i	-5.9%	5.1%	9.2%	10.0	6.9%	-4.9%
O=C(Cc1ccccc1)Nc1ccc(C(=O)O)cc1	14.8%	0.0	i	-9.2%	1.2%	-3.5%	7.0	9.9%	-9.7%
CSc1nc(N2CCOCC2)c2c3c(sc2n1)CCCC3	-2.6%	6.0	i	2.1%	-8.0%	6.5%	3.0	5.7%	6.2%
CCCNC(=O)CSc1nnc(-c2ccco2)n1C	-6.9%	21.0	i	27.1%	7.1%	nt	0.0	-4.3%	nt
CCOC(=O)Nc1ccc2c(CN3CCN(S(=O)(=O)c4ccccc4)CC3)cc(=O)oc2c1	2.7%	11.0	i	8.7%	nt	nt	0.0	nt	nt
CC(=O)c1c(N)[nH]c(-c2ccccc2)nc1=S	nt	1.0	i	28.7%	-6.2%	5.0%	nt	8.2%	-13.3%
O=C1CC(N2CCN(C3CC(=O)N(CCc4ccccc4)C3=O)CC2)C(=O)N1CCc1ccccc1 (stereo not drawn)	1.5%	0.0	i	-1.3%	4.7%	-16.8%	0.0	1.1%	-9.9%
Cc1cccc(OCc2nnc(SCC(=O)N(C(C)C)C(C)C)n2Cc2ccco2)c1C	-7.2%	18.0	i	-12.9%	-0.2%	-5.7%	0.0	3.4%	-16.0%
CCc1nnc2n1N=C(c1ccc(-c3ccc(Cl)cc3Cl)o1)CS2	8.1%	13.0	i	-14.2%	-3.6%	-0.7%	2.0	10.0%	-2.8%	PMK inhibit pilot replicates=2.0;Spn MK inh pilot replicates=1.0;Spn DPM-DC inh pilot screen %=2.5
O=C(O)c1cc(-c2cccnc2)nn1-c1ccccn1	9.8%	0.0	i	3.0%	-3.1%	-0.7%	17.0	7.4%	2.7%
COC(=O)c1ccc2c(c1)N(Cc1ccccc1F)C(=O)c1ccccc1S2=O (stereo not drawn)	4.0%	13.0	i	1.2%	0.3%	-1.3%	8.0	9.6%	1.7%
The list continues.
SMILES	LYP inhibition	PMK inhibit	Spn DPM-DC inh	HT1080 viability	Bfl-1 inhibitors	KRASV12 cytotoxicity	Spn MK inh	Alkaline phosphatase	HPDE-C7 cytotoxicity	others
CCc1ccc(N2CC(C(=O)NC3=NCCS3)CC2=O)cc1 (stereo not drawn)	4.8%	11.0	i	-5.9%	7.0%	-3.5%	7.0	-9.9%	-0.2%
Cc1nc(Cl)sc1C(=O)O	-0.7%	1.0	i	-2.2%	-2.1%	nt	0.0	5.7%	nt
CCC(C)NC(=O)c1cc(-c2ccccc2O)on1 (stereo not drawn)	-6.1%	0.0	i	-2.2%	-1.9%	6.6%	8.0	0.7%	-14.0%
Cc1nn2c(-c3ccccc3)nnc2c2ccccc12	-1.6%	3.0	i	-5.8%	-2.3%	1.0%	20.0	6.7%	3.4%
CCCS(=O)(=O)N1CCCC(C(=O)NCc2ccco2)C1 (stereo not drawn)	-2.2%	13.0	i	1.5%	1.9%	6.1%	0.0	2.5%	-7.2%

Assay outcomes deposited in PubChem BioAssay by several laboratories.

Compounds were not picked by outcome, and some 3.6% of all compounds hit somewhere here.
